# STK33 kinase inh – blocks human STK33 kinase activity; Q9BYT3; purified STK33, MBP phosphorylation, ADP-Glo luminescence; inhibition, % at 10 µM; hit rate 0.073% among 320,000;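 active = inhibition at or above 25%, using the most active replicate where run in duplicate; inactive = inhibition below 25%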
# Target sequence (Q9BYT3 whole entry, looked up): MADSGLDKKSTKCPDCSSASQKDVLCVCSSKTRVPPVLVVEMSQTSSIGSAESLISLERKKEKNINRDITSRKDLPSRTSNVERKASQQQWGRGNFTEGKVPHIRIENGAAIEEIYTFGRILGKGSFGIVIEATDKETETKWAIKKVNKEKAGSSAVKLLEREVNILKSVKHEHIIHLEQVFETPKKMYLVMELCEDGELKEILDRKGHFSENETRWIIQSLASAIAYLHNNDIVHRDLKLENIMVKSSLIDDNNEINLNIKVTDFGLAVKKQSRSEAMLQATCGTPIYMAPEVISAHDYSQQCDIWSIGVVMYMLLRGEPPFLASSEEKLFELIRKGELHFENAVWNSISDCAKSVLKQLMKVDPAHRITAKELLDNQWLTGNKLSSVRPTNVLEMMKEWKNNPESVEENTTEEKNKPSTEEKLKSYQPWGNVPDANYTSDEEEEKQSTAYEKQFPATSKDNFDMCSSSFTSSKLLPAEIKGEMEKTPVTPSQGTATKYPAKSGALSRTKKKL
# OX1R antag-1 – blocks the human orexin 1 receptor; O43613; CHO/OX1R cells, Fluo-8 calcium fluorescence, orexin A; inhibition, % at 5 µM; hit rate 0.43% among 330,000; AID 434989;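 active = inhibition above its plate's threshold, mean inhibition of all tested compounds on the plate plus 3 SD, cut at about 37% in these data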;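 note: 0% = orexin A challenge wells and 100% = SB-334867-A antagonist wells; not every result past the cut was called active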
# Target sequence (O43613 whole entry, looked up): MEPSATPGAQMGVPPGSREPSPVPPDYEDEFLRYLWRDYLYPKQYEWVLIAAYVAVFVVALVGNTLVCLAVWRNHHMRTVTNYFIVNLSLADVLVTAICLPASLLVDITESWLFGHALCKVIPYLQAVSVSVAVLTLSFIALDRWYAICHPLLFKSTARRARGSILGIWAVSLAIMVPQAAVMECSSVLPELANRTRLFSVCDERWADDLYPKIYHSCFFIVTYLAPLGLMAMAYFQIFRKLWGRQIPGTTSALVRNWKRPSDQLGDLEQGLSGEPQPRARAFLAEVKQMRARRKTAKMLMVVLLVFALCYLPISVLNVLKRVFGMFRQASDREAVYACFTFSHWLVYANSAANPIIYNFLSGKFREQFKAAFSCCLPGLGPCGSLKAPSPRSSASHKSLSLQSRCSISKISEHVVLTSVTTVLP
# OX1R antag-2 – OX1R (human) antagonism; inhibition, % at 6.6 µM; OX1R-expressing cells, FRET antagonist read-out; O43613; AID 485270; hit rate 1.8% among 330,000; in the data active = inhibition mostly above about 38%, no sharp cut-off; inactive = mostly below about 40%;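 note: 0% = agonist challenge alone and 100% = reference antagonist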
# * hit, by the source's call; . = no result given.
[1] COCCNC(=O)Cn1cc(C(=O)c2ccco2)c2ccccc21
[2] COc1cccc2cc(C(=O)OC3CCN(C)CC3)c(=O)oc12
[3] NC(=S)NNc1ccnc2cc(Cl)ccc12
[4] Cc1cccc(N2CCN(Cc3ccc(Br)o3)CC2)c1C
[5] Clc1ccccc1OCc1nc(-c2ccncc2)no1
[6] COc1cccc(NC(=O)Cc2c(O)c3ccccc3[nH]c2=O)c1
[7] CC(=O)CSc1nnc(-c2ccc(S(=O)(=O)N3CCCC3)cc2)n1C
[8] CN(C(=O)CSc1nc(N)c2c3c(sc2n1)CSC(C)(C)C3)c1ccccc1
screen / no.,1,2,3,4,5,6,7,8
STK33 kinase inh,-1.7,-1.0,0.7,0.9,-0.1,1.2,-1.3,-1.7
OX1R antag-1,-16,-30,-5,-30,-3,10,-3,-24
OX1R antag-2,25,40,-2,16,16,5,17,11

[9] COc1ccc(-n2c(C)nnc2SCC(=O)Nc2ccccc2F)cc1
[10] Cc1ccc(C)c(Cn2c(O)c(N=NC(=S)Nc3ccccc3F)c3ccccc32)c1
[11] COc1ccc(N=C2NC(=O)C(CC(=O)NCCc3ccc(OC)c(OC)c3)S2)cc1 (stereo not drawn)
[12] Cc1cc(C)n(CCCN2CCC(C(=O)Nc3cccc(-c4cccc(F)c4)c3)CC2)n1
[13] CN(CC(=O)Nc1ccc(Cl)cc1)C(=O)c1cc(-c2cccs2)nn1-c1ccccc1
[14] O=C(Cn1c(=S)nc2ccccn21)N1CCc2ccccc2C1
[15] CCOC(=O)Cc1nc2nc(C)cc(C)n2n1
[16] CC(C)c1cc(C(=O)N/N=C/c2ccoc2)c(O)c(C(C)C)c1
screen / no.,9,10,11,12,13,14,15,16
STK33 kinase inh,-0.2,0.6,-0.1,0.9,-0.9,-1.6,-1.3,1.0
OX1R antag-1,-20,-9,-18,-15,-34,-5,-6,-28
OX1R antag-2,7,8,6,13,14,1,17,-2

[17] C/C(=N\Nc1ccc([N+](=O)[O-])cc1[N+](=O)[O-])c1cccnc1
[18] O=C(CCCc1ccccc1)N1CCN(c2ccc([N+](=O)[O-])cc2)CC1
[19] CC1CCCCN1C(=O)c1cc2nc(-c3ccccc3)cc(-c3ccccc3)n2n1 (stereo not drawn)
[20] COC(=O)c1ccccc1NC(=O)NC1CC1
[21] CC(C)C[C@H](NC(=O)OC(C)(C)C)C(=O)N1CCC(C(=O)O)CC1
[22] CN(C)C=NC(=O)c1cccn1-c1ncc(C(F)(F)F)cc1Cl
[23] CCOC(=O)c1c(NC(=O)C2C3C=CC(C3)C2C(=O)O)sc2c1CCCC2 (stereo not drawn)
[24] O=[N+]([O-])c1cccnc1Sc1ccc(F)cc1
screen / no.,17,18,19,20,21,22,23,24
STK33 kinase inh,-2.0,-0.4,-0.4,-1.8,-0.8,-1.1,-0.8,-0.4
OX1R antag-1,3,22,-23,-11,-12,-8,-30,-7
OX1R antag-2,13,53,21,6,22,16,31,9

[25] Cc1cccc(Nc2ncnc3onc(-c4ccc(F)cc4)c23)c1C
[26] FC(F)(F)c1nc(-c2ccccc2)ncc1-c1nnnn1-c1ccccc1
[27] Cc1cc(C)nc(SCc2nnc(SCC(=O)NCc3ccco3)n2-c2ccccc2)n1
[28] CCOC(=O)Cc1csc(NC(=O)C(C)(C)C)n1
[29] Cc1ccc(/C=C2\SC(=S)N(CCCC(=O)Nc3ccccn3)C2=O)cc1
[30] O=C1CC(C(=O)Nc2ccc(Cl)cc2[N+](=O)[O-])C2(CCCCC2)O1 (stereo not drawn)
[31] Cc1ccc(NC(=S)N2CCC(c3ccc(C)cc3)C2)cc1 (stereo not drawn)
[32] COCC(=O)N(C)C[C@H]1N[C@@](Cc2ccccc2)(C(=O)OC)[C@H]2C(=O)N(C)C(=O)[C@@H]12
screen / no.,25,26,27,28,29,30,31,32
STK33 kinase inh,-0.7,0.4,0.6,-1.8,-0.9,-0.6,-0.2,-1.8
OX1R antag-1,-8,-21,-26,-4,5,-31,-23,-17
OX1R antag-2,15,19,8,12,23,19,9,2

# 16 entries from above, with the structure last:
no. | STK33 kinase inh | OX1R antag-1 | OX1R antag-2 | canonical_smiles
14 | -1.6 | -5 | 1 | O=C(Cn1c(=S)nc2ccccn21)N1CCc2ccccc2C1
15 | -1.3 | -6 | 17 | CCOC(=O)Cc1nc2nc(C)cc(C)n2n1
16 | 1.0 | -28 | -2 | CC(C)c1cc(C(=O)N/N=C/c2ccoc2)c(O)c(C(C)C)c1
17 | -2.0 | 3 | 13 | C/C(=N\Nc1ccc([N+](=O)[O-])cc1[N+](=O)[O-])c1cccnc1
18 | -0.4 | 22 | 53 | O=C(CCCc1ccccc1)N1CCN(c2ccc([N+](=O)[O-])cc2)CC1
19 | -0.4 | -23 | 21 | CC1CCCCN1C(=O)c1cc2nc(-c3ccccc3)cc(-c3ccccc3)n2n1 (stereo not drawn)
20 | -1.8 | -11 | 6 | COC(=O)c1ccccc1NC(=O)NC1CC1
21 | -0.8 | -12 | 22 | CC(C)C[C@H](NC(=O)OC(C)(C)C)C(=O)N1CCC(C(=O)O)CC1
22 | -1.1 | -8 | 16 | CN(C)C=NC(=O)c1cccn1-c1ncc(C(F)(F)F)cc1Cl
23 | -0.8 | -30 | 31 | CCOC(=O)c1c(NC(=O)C2C3C=CC(C3)C2C(=O)O)sc2c1CCCC2 (stereo not drawn)
24 | -0.4 | -7 | 9 | O=[N+]([O-])c1cccnc1Sc1ccc(F)cc1
25 | -0.7 | -8 | 15 | Cc1cccc(Nc2ncnc3onc(-c4ccc(F)cc4)c23)c1C
26 | 0.4 | -21 | 19 | FC(F)(F)c1nc(-c2ccccc2)ncc1-c1nnnn1-c1ccccc1
27 | 0.6 | -26 | 8 | Cc1cc(C)nc(SCc2nnc(SCC(=O)NCc3ccco3)n2-c2ccccc2)n1
28 | -1.8 | -4 | 12 | CCOC(=O)Cc1csc(NC(=O)C(C)(C)C)n1
29 | -0.9 | 5 | 23 | Cc1ccc(/C=C2\SC(=S)N(CCCC(=O)Nc3ccccn3)C2=O)cc1

# The list goes on.
[33] CCn1c(=O)cc(OCC(=O)N2CCCCCC2)c2ccccc21
[34] COC(=O)[C@@H]1CCCN1Cc1c(C(=O)N2CCOCC2)nc2c(C)cccn12
[35] CCOc1cccc(C2/C(=C(/O)c3ccc4c(c3)CC(C)O4)C(=O)C(=O)N2CCN2CCOCC2)c1 (stereo not drawn)
[36] COC(=O)c1ccc(-n2c(C)cc(/C=N/Nc3nc(C)cc(=O)[nH]3)c2C)cc1
[37] NC(=O)c1ccc(-n2nnnc2SCc2ccc(F)cc2)cc1
[38] COc1cc2c(cc1NC(=O)Nc1cccc(C)c1)oc1ccccc12
[39] O=C(Oc1ccc(-c2nnco2)cc1)C1CCN(C(=O)c2ccc(F)cc2)CC1
[40] CCn1c(-c2ccc(C(C)(C)C)cc2)n[nH]c1=S
screen / no.,33,34,35,36,37,38,39,40
STK33 kinase inh,-1.3,-2.1,0.3,-1.6,-0.8,-0.4,-1.1,-0.1
OX1R antag-1,-11,-17,-10,-22,-6,-14,4,2
OX1R antag-2,21,-2,1,12,26,32,3,27

[41] COC(=O)c1ccc(C)c(NC(=O)c2ccc(Cn3cc([N+](=O)[O-])cn3)o2)c1
[42] Cc1nc(NC(=S)NC(=O)c2cccs2)sc1C(=O)N(C)C
[43] CC(=O)Nc1ccc(NC(=O)COc2ccc([N+](=O)[O-])cc2)cc1
[44] O=C(N/N=C/c1ccccc1O)C1CC(=O)N(c2ccc(Cl)cc2)C1 (stereo not drawn)
[45] Cc1ccc(NC(=S)NCCc2ccccc2)nc1
[46] COc1ccc(OC)c(NC(=O)CC(NC(C)=O)c2ccccc2)c1 (stereo not drawn)
[47] O=C(CSc1n[nH]c(-c2cccnc2)n1)Nc1cccc(Cl)c1
[48] O=C(c1cc2ccccc2o1)N1CCOCC1
screen / no.,41,42,43,44,45,46,47,48
STK33 kinase inh,-0.8,0.8,-1.1,-0.9,-3.4,-1.7,-1.0,-0.6
OX1R antag-1,-23,-18,5,-17,-25,-18,-18,-13
OX1R antag-2,22,7,34,7,25,6,11,11

[49] O=S(=O)(NCCc1csc(-c2cccnc2)n1)c1ccc(F)cc1
[50] COc1ccc(CNC(=O)CCc2nnc3ccc(NCCCN4CCCC4=O)nn23)cc1
[51] O=C(NCc1ccncc1)C(=O)Nc1nc(C23CC4CC(CC(C4)C2)C3)cs1
[52] CCOC(=O)CCc1c(C)c2ccc3c(c2oc1=O)CN(CCCO)CO3
[53] Cc1c(NC(=O)CSc2ncn[nH]2)c(=O)n(-c2ccccc2)n1C
[54] Cc1ccccc1NC(=O)c1sc(Cl)nc1C
[55] COCCNC(=O)CN(C)S(=O)(=O)c1ccc(Br)cc1
[56] CCn1cc(C(=O)NC(=S)Nc2sc3c(c2C(=O)OC)CCCCCC3)cn1
screen / no.,49,50,51,52,53,54,55,56
STK33 kinase inh,-0.1,2.3,-0.2,0.0,-0.5,0.5,-2.3,.
OX1R antag-1,-19,-23,-12,-9,-5,-4,5,-11
OX1R antag-2,20,9,13,15,10,3,3,14

[57] CCOC(=O)N1CCC(NC(=O)C2CCCN(S(=O)(=O)c3cccnc3)C2)CC1 (stereo not drawn)
[58] O=C(CN1C(=O)COCC1=O)N1CCOCC1
[59] COC(=O)c1cc(-c2ccc(OC)cc2)nc2nc(SC)[nH]c(=O)c12
[60] O=C(Nc1ccccc1)Nc1nnc(Cc2ccc(F)cc2)s1
[61] CCOC(=O)c1ccc(S(=O)(=O)Nc2cc(C(C)(C)C)no2)cc1
[62] CN(CCOc1ccccc1)CC(O)COCc1ccccc1F (stereo not drawn)
[63] CN1CCN(C(=O)c2cnn3c(C(F)(F)F)cc(-c4ccc5c(c4)OCO5)nc23)CC1
[64] Cc1ccc(OCC(=O)OCC(=O)Nc2sccc2C(N)=O)cc1C
screen / no.,57,58,59,60,61,62,63,64
STK33 kinase inh,-3.1,-0.4,-1.2,0.9,-2.8,-4.1,0.3,0.7
OX1R antag-1,-12,-10,-10,-20,-16,-12,-27,21
OX1R antag-2,6,10,11,8,3,5,19,10

[65] CSc1cccc(CN2CCC(CO)(Cc3cccc(C(F)(F)F)c3)CC2)c1
[66] CNC(=O)CSc1nc(-c2ccccc2)c(-c2ccccc2)o1
[67] O=C(NN1CCOCC1)c1cc(-c2ccc(Br)cc2)nc2ccccc12
[68] COCC1CCN(Cc2cn[nH]c2-c2ccc(OC)c(F)c2)C1 (stereo not drawn)
[69] CCC(=O)Nc1ccc(Br)cn1
[70] CCc1ccccc1NC(=O)CCCN1C(=O)c2cccnc2C1=O
[71] CCCCn1c(N)c(N(CCOC)C(=O)c2cccc(S(=O)(=O)N(C)c3ccccc3)c2)c(=O)[nH]c1=O
[72] CCOc1ccc2c(c1)nc(C)n2C
screen / no.,65,66,67,68,69,70,71,72
STK33 kinase inh,-1.0,-0.5,-1.1,2.6,-0.2,0.1,0.7,-1.8
OX1R antag-1,-24,-22,-34,-18,-13,-10,-33,-9
OX1R antag-2,-1,7,4,2,15,14,16,5

[73] COc1cc(C(=O)OCCN2CCOCC2)ccc1O
[74] O=C(CCNC(=O)c1ccc(Br)cc1)NNC(=O)c1ccccc1O
[75] CC1CCN(C(=O)CCc2nc3cc(S(=O)(=O)N(C)C)ccc3n2C)CC1
[76] COCC1=C(C(=O)OC)C(c2ccco2)n2ncnc2N1 (stereo not drawn)
[77] CC(OC(=O)c1cccs1)C(=O)NCCc1ccccc1 (stereo not drawn)
[78] Cc1cc(C)c2nc(-c3ccncc3)cc(C(=O)N3CCN(Cc4ccccc4Cl)CC3)c2c1
[79] CCSCc1nnc(SCC(=O)Nc2nc(C)cs2)n1C
[80] O=C(OCC(=O)N1CCCC1)c1cc(Cl)ccc1Cl
screen / no.,73,74,75,76,77,78,79,80
STK33 kinase inh,-0.7,0.1,0.6,0.8,-0.2,-0.6,-0.5,-0.3
OX1R antag-1,-12,-13,-18,0,-5,-31,-12,-2
OX1R antag-2,15,4,19,10,19,39,11,14

[81] CCC(C)(C)NC(=O)C(c1ccc(OC)cc1)N(Cc1ccc(OC)cc1)C(=O)CCC(=O)Nc1cc(C)on1 (stereo not drawn)
[82] O=[N+]([O-])c1cc(-c2cnc3ccccc3n2)ccc1Oc1ccc(F)cc1
[83] Cc1ccc(C(=O)NCCCNc2ccccc2[N+](=O)[O-])cc1
[84] O=C(CSc1cn(CCNC(=O)c2cccs2)c2ccccc12)NCC1CCCO1 (stereo not drawn)
[85] COc1ccc(CNCc2ccc3ccccc3c2)c(OC)c1
[86] COc1ccc(-n2c(SCC(=O)Nc3ccc(C(=O)O)cc3)nnc2-c2ccccc2)cc1OC
[87] Cc1nc(S(=O)(=O)c2cccc(Cl)c2)nc2c1CCC2
[88] COc1cc(OC)c(C(=S)N2CCCC2)cc1OC
[89] CC1CN(C(=O)CCC(=O)NCCCc2ccccc2)c2ccccc2O1 (stereo not drawn)
[90] Nc1nnn(CC(=O)N/N=C/C=C/c2ccccc2)n1
screen / no.,81,82,83,84,85,86,87,88,89,90
STK33 kinase inh,0.7,-1.5,-0.6,-0.4,-0.6,-2.5,-0.4,0.4,-1.0,-1.8
OX1R antag-1,-38,-5,-25,-1,-20,2,-12,-6,-23,-11
OX1R antag-2,27,5,37,22,-6,-10,1,0,16,5

# Compound activity from PubChem.
